ATG4B inhibitor: ATG4B (human) cysteine protease inhibition; ATG4B cleavage of LC3-PLA2, NBD-HPC fluorescence, 1 h; inhibition, % at 8.33 µM; hit rate 0.51% among 340,000; AID 504462; in the data active means inhibition above about 40%
SENP8 block: SENP8 (human) protease inhibition. hit rate 0.64% among 360,000. Q96LD8. inhibition, % at 20 µM. recombinant SENP8, Nedd8 substrate fluorescence; in the data active means inhibition mostly above about 40%, no sharp cut-off; inactive means mostly below about 27%
Target sequence (Q96LD8 whole entry, looked up): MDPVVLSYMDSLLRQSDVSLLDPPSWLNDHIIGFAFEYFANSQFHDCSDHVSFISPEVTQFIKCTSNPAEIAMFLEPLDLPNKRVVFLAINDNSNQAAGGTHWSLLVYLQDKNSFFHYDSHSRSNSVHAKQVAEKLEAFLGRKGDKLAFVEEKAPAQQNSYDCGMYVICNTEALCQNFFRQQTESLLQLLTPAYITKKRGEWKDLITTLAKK
MPTP block: permeability transition pore inhibition. inhibition, % at 10 µM. isolated mouse mitochondria, Ca2+ swelling absorbance, 30 min. AID 602449. hit rate 1.4% among 360,000;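 active means inhibition of 50% or more, scaled per plate between neutral and stimulator controls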;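 further: 0% = DMSO wells given calcium and 100% = 1 mM EGTA wells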
PfGluPho inh: PfG6PD (Plasmodium falciparum) enzyme inhibition; AID 504690; inhibition, % at 20 µM; PfGluPho enzyme, NADPH resazurin-diaphorase fluorescence; hit rate 0.78% among 350,000;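 active means inhibition reaching at least a set limit at 20 µM in the primary screen, cut at about 59% in these data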;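 further: 0% = DMSO wells with substrate and 100% = DMSO wells lacking glucose-6-phosphate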
SENP6 inh: inhibitors of human SENP6 protease; Q9GZR1; Recombinant SENP6 catalytic domain, aminoluciferin luminescence; inhibition, % at 10 µM; hit rate 1.8% among 330,000;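 active means inhibition above about 50% at the single tested dose, limit read from the data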;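 further: plate controls were DMSO wells with enzyme for no effect and DMSO wells lacking enzyme for full effect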
Target sequence (Q9GZR1 628-1112 limits assumed): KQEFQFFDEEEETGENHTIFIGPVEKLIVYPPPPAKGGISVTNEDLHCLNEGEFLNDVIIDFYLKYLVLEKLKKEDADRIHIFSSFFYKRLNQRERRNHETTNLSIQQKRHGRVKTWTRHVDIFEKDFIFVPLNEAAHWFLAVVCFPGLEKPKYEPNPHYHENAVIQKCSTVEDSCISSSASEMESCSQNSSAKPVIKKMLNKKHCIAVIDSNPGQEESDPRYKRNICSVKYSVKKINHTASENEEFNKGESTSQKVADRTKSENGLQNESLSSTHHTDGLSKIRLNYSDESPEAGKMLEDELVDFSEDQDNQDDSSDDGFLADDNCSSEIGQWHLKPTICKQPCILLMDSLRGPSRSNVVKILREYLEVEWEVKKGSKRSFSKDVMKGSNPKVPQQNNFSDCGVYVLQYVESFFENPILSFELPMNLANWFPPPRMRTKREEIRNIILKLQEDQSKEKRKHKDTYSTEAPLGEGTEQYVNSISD
GRIN3A LBD mod: modulators (binders) of human NR3A ligand-binding domain; NR3A LBD differential scanning fluorimetry, Tm shift; 0% = protein alone, 100% = glycine-bound protein; Tm shift relative to glycine control, % at 25 µM; hit rate 2.5% among 340,000; AID 1259313;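 active means melting temperature shift of at least 10% of the positive control shift, at one fixed dose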
SENP7 inh: inhibitors of human SENP7 protease; recombinant SENP7, Z-RLRGG-aminoluciferin luminescence, 40 min; inhibition, % at 5 µM; hit rate 1.5% among 330,000;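 active means inhibition above about 50% at the single test dose, limit read from the data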;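 further: plate controls were DMSO with enzyme for no effect and no enzyme buffer wells for full effect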
Target sequence (Q9BQF6 706-1050 limits assumed): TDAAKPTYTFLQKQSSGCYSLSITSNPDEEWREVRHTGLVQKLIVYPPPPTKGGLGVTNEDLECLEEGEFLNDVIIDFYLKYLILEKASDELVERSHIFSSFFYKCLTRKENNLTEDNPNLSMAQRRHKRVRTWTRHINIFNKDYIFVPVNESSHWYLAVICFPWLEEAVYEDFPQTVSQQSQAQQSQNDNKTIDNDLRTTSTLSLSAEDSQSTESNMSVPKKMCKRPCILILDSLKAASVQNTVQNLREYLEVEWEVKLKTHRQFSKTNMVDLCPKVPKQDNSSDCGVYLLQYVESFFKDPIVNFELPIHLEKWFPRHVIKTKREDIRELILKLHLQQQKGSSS
HKDC1 inh: inhibitors of human hexokinase HKDC1 | AID 493160 | hit rate 0.16% among 340,000 | recombinant HKDC1, G6PDH/diaphorase resazurin coupled fluorescence | inhibition, % at 20 µM;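 active means inhibition above about 35% when tested at 20 µM, limit read from the data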;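 further: plate controls were DMSO wells with enzyme for no effect and DMSO wells lacking enzyme for full effect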
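Material: recombinant HKDC1 hexokinase; Amount: HKDC1 at 5 µg/mL; Medium: Tris pH 8.0 buffer with MgCl2, Tween-20, BSA, BME; Schedule: 90 min reaction incubation at room temperature, dark; Technique: coupled resazurin fluorescence, excitation 525 nm, emission 613 nm.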
Numbers without * were called inactive; . = no result given. An unsorted share of the library; about 6.9% have a hit in one of these screens.

SMILES | ATG4B inhibitor | SENP8 block | MPTP block | PfGluPho inh | SENP6 inh | GRIN3A LBD mod | SENP7 inh | HKDC1 inh
O=C(O)Cn1c2c(c3ccccc31)CSc1ccc(Cl)cc1-2 | 14.8 | 15.1 | 0.1 | 3.8 | . | 1.4 | . | -3.9
O=C(CCNC(=O)Cn1ccc2ccccc2c1=O)NCC1CCCC1c1ccccc1 (centres undefined) | -18.5 | -26.6 | -1.0 | -18.5 | 12.6 | -0.9 | -2.8 | -9.2
CC(C)C[C@@H](C(=O)NC1CCN(Cc2ccccc2)CC1)N1C(=O)N2CCc3c([nH]c4ccccc34)[C@@]2(C)C1=O | -38.8 | 20.2 | 8.4 | 7.9 | -16.2 | -3.0 | 9.2 | -9.1
COc1ccc(N(Cc2ccccc2)N=O)cc1 | 7.8 | -5.6 | -1.6 | 6.1 | 6.3 | 1.4 | 2.4 | 1.7
CCC(C(=O)NC(C)(C)C)N(C(=O)Cn1nnc(-c2ccccc2F)n1)c1cccc2c1CCCC2 (centres undefined) | 7.8 | -4.3 | 1.1 | 7.9 | -11.5 | 1.9 | -7.3 | -0.1
c1ccc2nc3ccccc3nc2c1 | -3.6 | -3.5 | 0.4 | 5.4 | -15.0 | -0.7 | 5.1 | 5.5
COC(=O)c1ccc(NC(=S)NC2CC(C)(C)NC(C)(C)C2)cc1 | -3.6 | 16.9 | 0.2 | 5.2 | -2.1 | 0.3 | -5.8 | 12.4
O=[N+]([O-])c1ccc(NN=Cc2cccc3ccccc23)cc1 | 4.7 | -95.0 | 89.4* | 11.3 | . | 33.5* | . | -3.6
O=C(NCCc1ccccc1)c1cc(-c2ccco2)on1 | 0.8 | 1.8 | 0.0 | 3.8 | -8.9 | -0.2 | -5.9 | -10.0
O=C(Nc1ccc(Cl)cc1)N1CCOC12CCCCC2 | -7.4 | 15.1 | 2.5 | 7.5 | -23.9 | 0.1 | 5.7 | -1.5
Cc1nc2ncnn2c(C)c1CCC(=O)N1CCN(c2ccccn2)CC1 | -3.3 | 0.0 | 0.0 | -3.7 | -9.0 | 1.0 | -10.1 | 5.6
CCOC(=O)C1CCCN(C(=O)c2cc(-c3ccc(F)cc3)nc3ccccc23)C1 (centres undefined) | -7.3 | -111.4 | 0.1 | -8.3 | -8.6 | 0.0 | -2.3 | 0.8
CCSC(=O)N=Nc1ccc(O)cc1 | -4.4 | 21.3 | -0.2 | 56.6 | . | -8.2 | . | 12.7
COC(=O)CNC(=O)c1c(C)cc(=O)oc1C | 8.6 | 12.2 | -2.8 | 1.0 | -16.8 | -1.6 | -2.3 | 4.8
Cc1ccc(-n2c3nc(=O)[nH]c(=O)c-3cc3cc([N+](=O)[O-])ccc32)cc1C | 14.7 | 16.8 | 3.9 | 42.9 | -9.5 | -0.1 | -4.7 | 61.4*
CCCCn1c(N)c(N(CCOC)C(=O)c2cccc(S(=O)(=O)N(C)c3ccc(C)cc3)c2)c(=O)[nH]c1=O | 3.6 | 6.7 | -0.4 | 3.3 | -6.9 | 1.1 | -1.9 | 4.9
CN(C)/C=C(\C#N)C(N)=C(C#N)C#N | 1.2 | -3.1 | 3.0 | 9.1 | -23.4 | 0.0 | 1.1 | -2.2
O=C(O)c1ccc(NC(=S)NC(=O)c2ccc(-c3ccccc3)cc2)cc1 | -5.1 | 6.8 | 0.3 | -11.7 | -16.1 | 0.7 | 5.6 | 18.1
Cc1cccc(NC(=O)CCN2C(=O)c3cccc([N+](=O)[O-])c3C2=O)c1 | -6.1 | 9.0 | -0.3 | 3.5 | -5.6 | -2.2 | 2.8 | -5.4
N#CCSc1nc2c(c(C3CC=CCC3)c1C#N)CCC2 (centres undefined) | 9.8 | 16.1 | 4.5 | -22.1 | -6.2 | 1.2 | -0.5 | 0.9
Cc1ccsc1C(=O)OCc1nc2ccccc2c(=O)[nH]1 | 4.7 | -102.0 | -4.3 | -14.4 | 6.7 | -16.0 | 8.4 | 6.0
COc1cc2sc3cc(NCc4ccc5c(c4)OCO5)ccc3c(=O)c2cc1OC | -9.3 | -494.2 | 0.3 | 2.0 | -24.7 | -0.8 | 70.1* | 4.8
O=C(N1CCCCC1)N1CCCN(C(=O)N2CCCCC2)CC1 | 1.4 | 16.5 | 1.4 | -5.4 | -7.4 | 0.3 | -0.8 | -2.6
O=C(O)c1ccccc1C(=O)N1CCN(c2ccccc2)CC1 | -5.2 | 6.5 | 4.8 | 6.2 | -5.0 | 4.4 | 4.9 | 5.3
N#CC1=C(N)OC2=C(CN(Cc3ccccc3)C/C2=C\c2cccnc2)C1c1cccnc1 (centres undefined) | 34.1 | -26.8 | 0.2 | 18.4 | -13.0 | -0.4 | 4.9 | 0.5

The list goes on:
SMILES | ATG4B inhibitor | SENP8 block | MPTP block | PfGluPho inh | SENP6 inh | GRIN3A LBD mod | SENP7 inh | HKDC1 inh
COC(=O)N/N=C/c1cc(Cl)cc(Cl)c1OCc1ccccc1 | 6.9 | 24.9 | 3.1 | 2.3 | -10.3 | -13.8 | 1.7 | -4.8
Cc1cc(NC(=O)COC(=O)C(C)Oc2ccc(Cl)cc2Cl)no1 (centres undefined) | -7.2 | 4.4 | -0.1 | -9.2 | -7.3 | -0.9 | 0.9 | -2.3
CC(=O)n1cc(/C=N/NC(=O)c2ccccc2Cl)c2ccccc21 | -25.2 | 10.0 | 1.2 | 32.2 | -21.4 | -2.2 | -1.7 | -1.8
Nc1nonc1-n1nnc(C(=O)N/N=C/c2cccs2)c1-c1ccc2c(c1)OCO2 | 0.4 | -88.8 | 0.4 | 51.3 | -6.9 | -10.1 | -1.3 | 5.3
Cc1ccc(SCCNC(=O)c2cccc([N+](=O)[O-])c2C)cc1 | -4.4 | 16.4 | -1.3 | -1.6 | 13.5 | -2.5 | -10.6 | 3.7
N#CCn1cnc2sc(-c3ccccc3)cc2c1=O | 0.9 | -63.1 | -3.1 | 5.5 | 7.7 | -4.0 | 7.4 | -2.2
CC(=O)c1ccc(-n2nncc2C(C)(C)C)cc1 | 5.3 | 17.4 | 0.2 | -14.4 | -10.2 | 0.8 | 2.7 | -11.0
CCOc1ccc(C(=O)N(CC)CC(=O)Nc2ccc3c(c2)OCCO3)cc1 | -9.0 | 16.8 | -1.3 | -0.3 | 11.4 | -1.2 | -8.5 | -2.1
Cc1ccc(-c2noc(C3CCCN(C(=O)c4ccc(Cl)cc4)C3)n2)o1 (centres undefined) | 0.3 | 18.6 | -0.2 | -6.7 | 0.2 | 0.5 | 4.4 | -5.3
CCOC(=O)Cc1csc(NC(=O)c2cc(-c3ccncc3)nc3ccccc23)n1 | -4.8 | 8.9 | -2.6 | -18.2 | 4.9 | -1.2 | 11.3 | 5.1
COc1ccc2cc(C(=O)Nc3ccccc3)sc(=O)c2c1OC | -4.5 | -111.3 | 1.6 | -10.3 | -23.9 | 21.9* | 1.6 | 2.4
Cc1cc(NC(=O)Cn2c(=O)oc3ccccc32)no1 | 2.7 | 11.6 | -1.2 | 7.1 | -6.1 | -1.7 | 8.4 | 2.9
CCOc1ccccc1-c1nc(-c2ccncc2)no1 | -11.2 | -6.6 | 0.2 | 13.1 | 36.7 | -0.6 | 17.7 | -1.1
CCCOc1ccc(Cl)cc1Nc1nc(NCCO)nc(N2CCCC2)n1 | -16.0 | 17.1 | 3.3 | 24.4 | -8.6 | 1.8 | -6.1 | -3.7
CCOC(=O)c1coc(C(=O)OCC)c1C(=O)OCC | -8.7 | 17.4 | 3.0 | 7.1 | . | -1.6 | . | -3.2
COC(=O)C(C)(C)ONC(=O)Nc1ccccc1 | 25.4 | 22.6 | -0.3 | 4.7 | -35.8 | 0.1 | -8.7 | -11.3
COc1ccc(Cl)cc1NC(=O)N1CCN(S(C)(=O)=O)CC1 | 2.8 | 15.8 | -1.7 | -7.1 | -15.9 | -2.1 | -0.9 | 5.8
O=C(CC(c1ccccc1)c1cc(Cl)ccc1O)NCCCN1CCOCC1 (centres undefined) | 0.2 | 12.0 | 0.2 | -13.4 | -12.9 | 0.7 | -5.6 | 2.4
COc1cc2c(cc1OC)C(c1ccc(Cl)cc1)CC(=O)N2 (centres undefined) | -12.3 | 7.7 | 0.3 | -5.9 | 37.7 | -3.7 | -7.8 | 2.6
O=C(NNC(=S)NC(=O)c1sc2ccccc2c1Cl)c1ccc(Cl)cc1 | 3.5 | -32.9 | 108.2* | -18.2 | 1.2 | -4.6 | 2.0 | -23.9
COc1ccc(-c2nn(-c3ccccc3)cc2C(=O)NC2CCCCC2C)cc1 (centres undefined) | -10.3 | 6.6 | 0.0 | -8.0 | 1.6 | 2.1 | -7.0 | -1.7
COCCCN(C(=O)c1ccc2ccccc2n1)c1c(N)n(Cc2ccccc2)c(=O)[nH]c1=O | 5.2 | -250.9 | -0.5 | -18.3 | 8.6 | -0.9 | 3.3 | -0.6
CSCCC(NC(=O)c1ccccc1)C(=O)NCCc1ccc2c(c1)OCCO2 (centres undefined) | 5.7 | 15.3 | 0.0 | -5.2 | -8.3 | -1.0 | -2.9 | -6.2
COc1ccc(S(=O)(=O)N2CCCCCC2)cc1NC(=O)Cc1ccc(OC)c(OC)c1 | -11.0 | -6.1 | 0.7 | 10.9 | -9.0 | 0.4 | -8.5 | 0.3
COc1ccc2sc(N(CCN(C)C)C(=O)/C=C/c3cccs3)nc2c1 | -4.9 | -16.0 | 3.4 | 17.0 | -24.5 | 1.3 | 8.2 | 0.0

New compounds follow:
SMILES | ATG4B inhibitor | SENP8 block | MPTP block | PfGluPho inh | SENP6 inh | GRIN3A LBD mod | SENP7 inh | HKDC1 inh
COc1ccc2nc(Nc3nc(C)c(C(C)=O)s3)sc2c1 | -22.8 | -254.4 | 9.1 | -0.5 | 43.8 | 10.7* | 13.2 | 8.2
Cc1nnnn1/C(=C\c1ccccc1)C(=O)OCC(=O)NC1CCCCC1 | -10.6 | 9.5 | -0.3 | 14.5 | 2.7 | 2.2 | -6.6 | -2.9
CC(=O)N1CCN(C(=O)COC(=O)CNC(=O)c2ccc(C)cc2)CC1 | 6.6 | -36.3 | -0.7 | 4.1 | 9.4 | 0.3 | 8.1 | -3.0
COc1ccc(/C=C/C(=O)OCC(=O)c2ccc[nH]2)cc1 | 4.3 | -7.7 | 0.8 | 10.4 | -1.9 | 0.9 | -20.2 | -2.5
O=C(CN1CCN(CC(=O)Nc2ccc3c(c2)OCO3)CC1)Nc1ccc(F)cc1 | -6.2 | 28.5 | 4.0 | -12.3 | -10.1 | -0.2 | -2.0 | -3.2
COC(=O)CCc1nc2ccccc2nc1OC | -2.2 | -178.1 | -1.2 | -1.8 | 9.9 | -0.9 | -0.7 | 5.0
OCCNC(=S)Nc1ccc(Oc2ccccc2)cc1 | 5.5 | 6.4 | 5.0 | 11.3 | 5.2 | -2.3 | 1.0 | -3.5
CCOC(=O)N/N=C(\C)c1ccc(C)o1 | -0.2 | 8.0 | -0.1 | -14.8 | -52.9 | -2.0 | 0.9 | -7.8
Fc1ccc(-c2nc3c(-c4ccc(F)cc4)cnn3cc2CCN2CCOCC2)cc1 | 4.0 | 9.4 | -0.9 | -9.3 | 6.5 | 0.1 | 11.4 | 2.4
O=C1CCCC(=NCc2ccco2)C1 | -1.4 | -1.9 | -1.0 | -22.7 | -7.0 | 0.2 | -12.2 | -6.9

One compound at a time, from the list above. Order of screens: ATG4B inhibitor	SENP8 block	MPTP block	PfGluPho inh	SENP6 inh	GRIN3A LBD mod	SENP7 inh	HKDC1 inh
Profile of OCCNC(=S)Nc1ccc(Oc2ccccc2)cc1 : 5.5	6.4	5.0	11.3	5.2	-2.3	1.0	-3.5
Profile of Fc1ccc(-c2nc3c(-c4ccc(F)cc4)cnn3cc2CCN2CCOCC2)cc1 : 4.0	9.4	-0.9	-9.3	6.5	0.1	11.4	2.4
Profile of CC(=O)N1CCN(C(=O)COC(=O)CNC(=O)c2ccc(C)cc2)CC1 : 6.6	-36.3	-0.7	4.1	9.4	0.3	8.1	-3.0
Profile of COc1ccc2nc(Nc3nc(C)c(C(C)=O)s3)sc2c1 : -22.8	-254.4	9.1	-0.5	43.8	10.7*	13.2	8.2
Profile of CCOC(=O)N/N=C(\C)c1ccc(C)o1 : -0.2	8.0	-0.1	-14.8	-52.9	-2.0	0.9	-7.8

Source: PubChem BioAssay
